High-throughput results: PubChem, several laboratories
PP5 inh: PP5 (human) phosphatase inhibition; AID 1987; inhibition, % at 6.7 µM; P53041; hit rate 0.18% among 320,000; purified PP5c, OMFP substrate fluorescence;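 active = inhibition above the campaign's mean inhibition across all tested compounds plus 3 SD, cut at about 9.5% in these data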;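 note: 0% = DMSO only and 100% = 100 µM cantharidin control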
Target sequence (P53041 whole entry, looked up): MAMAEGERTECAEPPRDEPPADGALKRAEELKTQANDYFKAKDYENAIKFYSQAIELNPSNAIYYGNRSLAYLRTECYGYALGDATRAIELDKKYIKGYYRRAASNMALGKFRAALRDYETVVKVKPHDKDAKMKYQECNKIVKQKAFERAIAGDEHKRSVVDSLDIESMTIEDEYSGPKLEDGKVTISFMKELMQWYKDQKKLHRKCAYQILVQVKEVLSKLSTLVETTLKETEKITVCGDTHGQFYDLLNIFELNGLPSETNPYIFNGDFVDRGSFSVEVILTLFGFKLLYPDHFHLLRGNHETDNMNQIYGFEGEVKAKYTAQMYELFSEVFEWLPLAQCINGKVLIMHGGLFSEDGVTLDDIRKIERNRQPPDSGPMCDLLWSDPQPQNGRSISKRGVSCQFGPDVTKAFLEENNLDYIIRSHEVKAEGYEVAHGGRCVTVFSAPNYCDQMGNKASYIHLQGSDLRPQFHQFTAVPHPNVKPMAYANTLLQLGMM
PREPL inh: inhibits the human prolyl oligopeptidase-like enzyme; recombinant PREPL, fluorescence polarization activity-based probe; inhibition, % at 5.96 µM; hit rate 0.68% among 320,000; AID 2751; in the data active = inhibition above about 43%;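 note: 0% = enzyme with DMSO and 100% = wells lacking enzyme; many of its hits are not listed in these tables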
TPT1 inh: blocks Candida albicans tRNA 2'-phosphotransferase | hit rate 0.81% among 300,000 | AID 1962 | recombinant caTPT1, FP RNA substrate dephosphorylation | inhibition, % at 5 µM;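 active = inhibition above the mean of all tested compounds plus 3 SD, set per screening campaign, cut at about 24% in these data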;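 note: plate controls were DMSO alone for no effect and ferristatin control at 100 nM for full effect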
LYPLA2 counter: counter-screen for PME1 inhibitors: inhibitors of human LYPLA2. O95372. recombinant LYPLA2, FP-Rh probe fluorescence polarization. inhibition, % at 5.9 µM. hit rate 0.38% among 320,000. AID 2177;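 active = inhibition above the screen-wide mean plus 3 SD, limit set per campaign, cut at about 26% in these data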;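 note: 0% = LYPLA2 with DMSO and 100% = wells lacking LYPLA2 enzyme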
JMJD2C inh: human JMJD2C demethylase inhibition | GST-JMJD2C(1-420) H3K9me3 demethylation, DELFIA europium | AID 2099 | hit rate 0.069% among 330,000 | inhibition, % at 2.35 µM | Q9H3R0;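 active = more than half of a compound's replicate wells show inhibition beyond 50%, single wells judged on their own value; inconclusive = some, but no more than half, of replicates pass 50% inhibition; inactive = no replicate passes 50% inhibition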;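 note: signal counts dimethyl H3K9 product captured on neutravidin plate; 0% = median of DMSO wells and 100% = 0.3 times that DMSO median; strong numbers were not always called active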
Target sequence (Q9H3R0 1-420 limits assumed): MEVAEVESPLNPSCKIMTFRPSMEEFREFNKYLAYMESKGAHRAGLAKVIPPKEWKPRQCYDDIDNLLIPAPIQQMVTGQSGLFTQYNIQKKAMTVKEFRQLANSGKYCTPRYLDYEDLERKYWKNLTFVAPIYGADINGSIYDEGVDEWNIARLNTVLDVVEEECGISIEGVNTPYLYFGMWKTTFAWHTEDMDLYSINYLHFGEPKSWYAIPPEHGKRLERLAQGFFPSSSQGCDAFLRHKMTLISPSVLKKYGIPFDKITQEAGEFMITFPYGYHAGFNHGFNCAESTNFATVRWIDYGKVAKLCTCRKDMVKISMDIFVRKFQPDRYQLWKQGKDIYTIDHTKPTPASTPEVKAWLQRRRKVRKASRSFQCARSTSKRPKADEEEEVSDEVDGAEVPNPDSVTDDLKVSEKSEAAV
PP1 inh: PP1-alpha (human) inhibition in PP5 counter-screen; P62136; purified PP1alpha, OMFP fluorescence; inhibition, % at 6.7 µM; hit rate 0.9% among 320,000; AID 2235;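 active = inhibition above the mean inhibition of all tested compounds plus 3 SD, computed separately for each screening campaign, cut at about 15% in these data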
Efflux pump inh: antifungal efflux pump inhibition, Nile Red retention; S. cerevisiae Candida pump triplex; inhibition, % at 10 µM; hit rate 0.44% among 330,000; AID 485275;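 active = plate passing quality check with inhibition over a set limit, or well fluorescence over plate mean plus 4 SD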;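 note: Nile Red retained in pooled yeast measured as flow cytometry median fluorescence; 0% = buffer negative control and 100% = Enniatin B positive control; higher means more Nile Red kept so more efflux inhibition; some compounds called inactive have numbers as strong as hits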
HCV core dimer: HCV core protein dimerization inhibition | TR-FRET GST/Flag-core106 dimerization, 1536-well | inhibition, % at 5 µM | hit rate 0.33% among 300,000;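 active = inhibition above the mean of all tested compounds plus 3 SD, set per screening campaign, cut at about 45% in these data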
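System – GST-tagged and Flag-tagged HCV core protein residues 1-106 · Repeats – one well for each compound · Technique – TR-FRET 671 and 617 nm emission · Doses – one concentration, 5 µM, in 0.5% DMSO · Times – 4 h, 22.5 °C incubation · Also added – Eu donor and XL665 acceptor anti-tag antibodies · Measure – percent inhibition of core106 dimerization signal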
Fh CTSL1 inh: blocks F. hepatica cathepsin L1 in PFM18AAP counter-screen. recombinant F. hepatica cathepsin L1, Z-Leu-Arg-MCA fluorescence. inhibition, % at 5.96 µM. hit rate 0.49% among 300,000. AID 1906;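 active = inhibition above the mean of all tested compounds plus 3 SD, set per screening campaign, cut at about 17% in these data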;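 note: 0% = plate median of test compound wells and 100% = 1 µM Z-Phe-Ala-diazomethylketone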
* = called active by the depositor; ? = inconclusive; . = no result given. This is a subset (hit frequency here may not be typical).

Below each SMILES: PP5 inh, PREPL inh, TPT1 inh, LYPLA2 counter, JMJD2C inh, PP1 inh, Efflux pump inh, HCV core dimer, Fh CTSL1 inh
- N#Cc1ccc(Oc2ccc(S(=O)(=O)N3CCCC3)cn2)cc1
  0.3, 9, -4, 4, 12, -3, -0.1, -2, 0
- Cc1cc(NC(=O)CSc2nc3ccccc3[nH]2)n(-c2ccccc2)n1
  3.6, -5, 1, -5, -24, -13, 0.2, -4, -4
- CC1CCCCN1C(=O)C12CCC(C)(C(=O)C1)C2(C)C (configuration not stated)
  0.9, 11, 0, 3, 5, 0, -0.1, -7, -6
- COC(=O)C1=C(C)NC2=C(C(=O)CCC2)C1c1cn(Cc2ccc(Br)cc2)nc1-c1ccccc1 (configuration not stated)
  2.9, 11, -1, -1, 20, 0, 0.1, -5, -9
- COC(=O)c1csc2c(C(F)(F)F)cc(N3CCN(C(=O)Nc4ccccc4)CC3)nc12
  -2.8, 17, -4, -7, 33, 6, 0.0, 0, 7
- Cc1ccccc1-c1nnc(SCC(=O)Nc2cccc(C)c2C)o1
  0.3, -11, -1, 0, 1, 4, -0.1, -5, 1
- COc1ccc(C[C@@H]2CN3C(=NC[C@@H]3Cc3ccc(O)cc3)N2C[C@H](C)NC(=O)CCC2CCCCC2)cc1
  0.6, 7, -1, -3, 1, 3, 0.1, 5, 3
- CC(=O)N1N=C(c2cccc(NS(C)(=O)=O)c2)CC1c1ccc2c(c1)OCO2 (configuration not stated)
  0.9, -6, 3, 2, -1, -5, 0.0, -6, 2
- O=[N+]([O-])c1ccc(N2CCOCC2)cn1
  0.9, 7, 2, 9, -9, -3, -0.1, 2, 4
- CC(=O)Nc1sc(C)c(C)c1CN1CCN(Cc2ccccc2)CC1
  -2.2, 10, 0, -2, 2, -5, -0.1, -7, 8
- Cc1c(/C=N/n2cnnc2)c2ccccc2n1CCOc1ccc(Cl)cc1
  3.5, 16, -1, 6, -24, 29*, 0.1, 2, 5
- Cc1cc(NC(=O)Cc2ccccc2)ccc1NC(=O)c1cccs1
  2.5, 4, 5, -6, 13, -3, 0.1, -1, 0
- O=S(=O)(N/N=C1/CCCc2ccccc21)c1ccc(Br)cc1
  1.4, -12, -3, -1, 4, 0, -0.1, 1, 5
- O=C(CC1SC(=O)N(Cc2ccccc2Cl)C1=O)Nc1nccs1 (configuration not stated)
  -0.7, -12, -1, 6, 7, -3, 0.0, 0, -1
- CCCc1nc(SCC(=O)c2ccc(OC)cc2)c2ccccc2n1
  3.0, 13, -2, 13, 11, -1, 0.1, 6, 3
- COc1ccc(OC)c(N=Cc2c(O)c3ccccc3oc2=O)c1
  0.0, -2, 10, 1, -5, -5, 0.1, 7, -1
- c1ccc2c(NC3=NCCCCS3)cccc2c1
  2.8, -4, -1, -3, 3, 1, -0.1, -6, -16
- S=C1NC2=C(CCCC2)C2(CCCCC2)N1
  0.5, 8, -1, 4, -13, 1, -0.1, 5, -1
- NC(=O)CC(NC(=O)c1ccc(Br)cc1)c1ccc(N2CCCCCCC2)c([N+](=O)[O-])c1 (configuration not stated)
  6.2, 12, -1, -11, -16, 7, -0.1, 1, 0
- COc1cccc(-c2nn(C)c3sc(C(=O)NCc4ccco4)cc23)c1
  6.2, -14, 6, -30, -44, 1, 0.1, 19, 2
- Cc1c(C(=O)Nc2ccc(Nc3ccccc3)cc2)cccc1[N+](=O)[O-]
  0.2, 19, 1, 0, -8, 2, 0.3, -8, -5
- CCc1ccc(C(=O)c2ccccc2C(=O)O)s1
  0.4, -2, 0, 4, ?, 0, 0.1, -8, 1
- N/C(=N\OC(=O)c1ccc(Br)cc1)c1cccc([N+](=O)[O-])c1
  3.2, 2, 5, 6, -11, -2, 0.1, 6, -3
- CCN(c1ccccc1)S(=O)(=O)c1ccc(OC)c(NC(=O)Cc2ccc(F)cc2)c1
  4.8, 1, ., -12, 9, 4, -0.1, ., .
- CC(OC(=O)CNC(=O)c1ccco1)C(=O)N(C)c1ccccc1 (configuration not stated)
  -1.0, 3, 0, 3, 11, -4, 0.1, 2, -10
- C=CCNc1nc(NC(C)(C)CO)nc(OCC)n1
  -0.2, 10, -2, 1, -7, -3, 0.2, -11, 2
- CS(=O)(=O)N(CC(=O)Nc1c(F)cccc1F)Cc1ccccc1
  6.0, 8, 2, -5, 23, -6, -0.3, -12, -2
- O=C(O)c1ccc2c(=O)n(-c3ccccc3F)c(=S)[nH]c2c1
  -0.3, -9, -4, -1, 3, -2, 0.0, -1, 0
- COc1ccc(N2C(=O)CCC(C(=O)N3CCCCC3)C2c2ccc(F)cc2)cc1 (configuration not stated)
  2.3, 16, 2, -2, 1, -3, 0.2, 3, -7
- Cc1nnc2ccc(N3CCN(c4ccccn4)CC3)nn12
  0.4, 9, 0, 3, 2, -2, -0.3, -3, 0

More records.
Below each SMILES: PP5 inh, PREPL inh, TPT1 inh, LYPLA2 counter, JMJD2C inh, PP1 inh, Efflux pump inh, HCV core dimer, Fh CTSL1 inh
- COc1ccccc1NC(=O)CSC1=NCCN1
  -1.9, 5, 7, 1, 5, 2, 0.0, -1, 1
- O/N=C1\CCCCc2ccccc21
  -1.2, 5, -1, 6, ., 0, -0.1, -2, 2
- COC(=O)COc1nc(C)c2c(c1C#N)CC(C)(C)OC2
  -10, 0, 0, 1, -2, 5, -0.1, 2, 12
- Nc1ccc(SCC(=O)Nc2cccc([N+](=O)[O-])c2)cc1
  -0.1, 4, -4, 5, 8, -2, 0.0, 0, -1
- COc1ccc(S(=O)(=O)Nc2cc3c4c(c2)CCC(=O)N4CCC3)cc1C
  -1.1, 1, -6, 0, -27, 0, -0.1, -7, 3
- COc1ccccc1C(=O)Nc1ccc2c(c1)C(=O)NC2=O
  -1.5, 1, 0, -19, -16, 0, -0.1, -9, -1
- Cc1ccc(Nc2nc(N3CCOCC3)nc(N3CCOCC3)n2)cc1Cl
  -3.3, 3, -3, -3, 0, -2, 0.2, -6, -2
- Cc1ccc(NC(=O)CNc2ccc(OC(C)C)cc2)c(C)c1
  3.1, 15, 2, 1, ., 0, 0.0, 1, -1
- CCOC(=O)N/N=C/c1cccc(Cl)c1Cl
  0.1, -13, 1, 1, -6, -2, 0.3, 0, 6
- CCOC(=O)c1c(NC(=O)C(F)(OC)C(F)(F)F)sc(C(=O)N2CCCCC2)c1C (configuration not stated)
  2.4, 2, -5, -7, -8, 1, 0.0, 9, 4
- CN(C)/C=N/c1ncc(C(=O)c2ccc(-c3ccccc3)cc2)s1
  -1.2, -1, 1, 9, 1, 0, 0.1, 24, 0
- CCCS(=O)(=O)N1CCC(C(=O)Oc2ccc(OC)cc2)CC1
  2.6, 14, 0, 2, -13, -8, 0.2, -7, -3
- O=S1(=O)CCN(Cc2ccc(Cl)c(Cl)c2)CC1
  2.8, -3, 5, 1, -3, 0, -0.1, -1, -4
- COc1ccc(C(=O)OCC(=O)NC2CC2)cc1OC
  0.9, 5, ., 5, ., 1, 0.1, ., .
- Cc1ccc(-c2noc(CN3CCN(C(c4ccccc4)c4ccccc4)CC3)n2)cc1
  4.1, -2, 4, 0, ?, -3, 0.1, 2, -1
- CC1CCC(NC(=O)c2cnccn2)CC1 (configuration not stated)
  -0.3, 3, -1, 3, 1, -1, 0.0, -4, -2
- CN(C)S(=O)(=O)c1ccc(N2CCCC2)c(C(=O)NC2CCC(O)CC2)c1 (configuration not stated)
  1.8, -8, 0, 1, 0, -2, -0.1, 2, 1
- CC(C)(C)NC(=O)/C=C/c1cccc(C(F)(F)F)c1
  1.5, -7, -2, -2, 19, 3, 0.3, 0, -2
- Nc1nc(-c2ccccc2)nc2sc3c(c12)CCCC3
  2.2, 2, -2, -2, -3, 0, 0.0, -3, 7
- COc1ccc(OC)c(/C=N/N=C2\SCC(=O)N2Cc2ccco2)c1
  0.9, -6, 1, 0, 10, -1, -0.2, 5, 0
- CN(Cc1ccc(OCC(O)CN(C)Cc2ccccc2)cc1)Cc1nccn1C (configuration not stated)
  0.0, 25, -3, 1, -1, -1, -0.2, -1, 1
- O=S(NCc1ccccc1)C12CC3CC(CC(C3)C1)C2 (configuration not stated)
  -1.3, 3, 0, -1, -7, -4, 0.1, -2, 6
- Cc1csc(NC(=O)CNS(=O)(=O)c2cccs2)n1
  2.8, 0, -2, 4, 0, -3, 0.1, 2, -2
- Cc1ccc(C)c2nc(SCC(=O)N3CCCc4ccccc43)c(C#N)cc12
  -0.4, 0, -4, -5, -2, -2, -0.1, 3, -2
- CCc1ccc(N(CC(=O)Nc2ccc(OC)cc2OC)S(C)(=O)=O)cc1
  0.7, 5, 2, -4, 25, -3, 0.1, 1, 2
- CC1CCc2[nH]c3ccc(C(=O)N(C)CC(=O)Nc4ccc(F)cc4)cc3c2C1 (configuration not stated)
  1.7, 22, 2, 1, -5, -1, -0.3, -2, 3
- COc1ccc(NC(=O)CN(C)C(=O)c2sc3cc(Cl)ccc3c2Cl)cc1
  3.4, -7, -2, -1, 123, 3, -0.1, 1, 0
- CCOc1ccc(S(=O)(=O)NCCC(=O)NC(C)CCc2ccccc2)cc1 (configuration not stated)
  2.6, -10, 2, -5, 6, -1, 0.1, 0, 1
- Oc1cccc(-n2nnnc2SCc2ccccc2F)c1
  2.5, -12, -1, -2, -3, -1, 0.0, 10, 2
- COc1ccccc1NC(=S)N1CCC(NC(=O)c2ccco2)CC1
  2.9, 14, 0, -11, -1, -1, 0.3, 3, -1
- COc1cccc(NC(=O)COc2ccc(C(=O)N3CCN(C)CC3)cc2)c1
  -1.1, -2, 0, 3, 14, 1, -0.1, 0, 1
- Cc1ccc(C2/C(=C(/O)c3cnn(-c4ccccc4)c3C)C(=O)C(=O)N2CCCN2CCOCC2)o1 (configuration not stated)
  -2.5, 0, -1, -8, 34, -4, 0.1, 0, 3
- CCOc1ccc(NC(=O)CSc2nnc(Cn3c(=O)sc4ccccc43)n2C)cc1
  -0.7, -5, 4, -9, 6, -2, 0.4, 1, -2

Exported with each value named: part of the list above.
S=C1NC2=C(CCCC2)C2(CCCCC2)N1
  PP5 inh: 0.5
  PREPL inh: 8
  TPT1 inh: -1
  LYPLA2 counter: 4
  JMJD2C inh: -13
  PP1 inh: 1
  Efflux pump inh: -0.1
  HCV core dimer: 5
  Fh CTSL1 inh: -1

COc1ccc(S(=O)(=O)Nc2cc3c4c(c2)CCC(=O)N4CCC3)cc1C
  PP5 inh: -1.1
  PREPL inh: 1
  TPT1 inh: -6
  LYPLA2 counter: 0
  JMJD2C inh: -27
  PP1 inh: 0
  Efflux pump inh: -0.1
  HCV core dimer: -7
  Fh CTSL1 inh: 3

O=C(O)c1ccc2c(=O)n(-c3ccccc3F)c(=S)[nH]c2c1
  PP5 inh: -0.3
  PREPL inh: -9
  TPT1 inh: -4
  LYPLA2 counter: -1
  JMJD2C inh: 3
  PP1 inh: -2
  Efflux pump inh: 0.0
  HCV core dimer: -1
  Fh CTSL1 inh: 0

Nc1ccc(SCC(=O)Nc2cccc([N+](=O)[O-])c2)cc1
  PP5 inh: -0.1
  PREPL inh: 4
  TPT1 inh: -4
  LYPLA2 counter: 5
  JMJD2C inh: 8
  PP1 inh: -2
  Efflux pump inh: 0.0
  HCV core dimer: 0
  Fh CTSL1 inh: -1
